Source: PubChem
ELG1 DNA repair – blocks ELG1-dependent DNA repair in HEK293T cells; HEK293T ELG1-luciferase reporter, luminescence, 16 h; DNA damage induced by 5-fluorouridine; 330,000 compounds, 2.3% hits; AID 504467; Potency, µM (titrated, usually from 46.1 µM), for the others: at the highest dose activity change, negative = inhibition, most hits filed as inhibitors; also: potency is read from the fitted curve at half-maximal effect; % is scaled to controls: 0 for no effect and ±100 for the full control effect; nearly all actives have a fitted effect of over 55% in size
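DMSO vehicle served as the neutral condition. Each well held 2,000 cells given 5-fluorouridine plus compound; after 16 hr at 37 °C/5% CO2, ONE-Glo was added and luciferase measured 30 min later.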
ASM inhibitor – human S-ASM enzyme inhibition; P17405; placental ASM, HMU-PC fluorogenic substrate, 60 min; Potency, µM (series often up to 57.5 µM), for the others: at the top dose activity change, negative = inhibition, usual class: inhibitors; 340,000 compounds, 0.006% hits; also: potency is read from the fitted curve at half-maximal effect
Target sequence (P17405 47-631 limits assumed): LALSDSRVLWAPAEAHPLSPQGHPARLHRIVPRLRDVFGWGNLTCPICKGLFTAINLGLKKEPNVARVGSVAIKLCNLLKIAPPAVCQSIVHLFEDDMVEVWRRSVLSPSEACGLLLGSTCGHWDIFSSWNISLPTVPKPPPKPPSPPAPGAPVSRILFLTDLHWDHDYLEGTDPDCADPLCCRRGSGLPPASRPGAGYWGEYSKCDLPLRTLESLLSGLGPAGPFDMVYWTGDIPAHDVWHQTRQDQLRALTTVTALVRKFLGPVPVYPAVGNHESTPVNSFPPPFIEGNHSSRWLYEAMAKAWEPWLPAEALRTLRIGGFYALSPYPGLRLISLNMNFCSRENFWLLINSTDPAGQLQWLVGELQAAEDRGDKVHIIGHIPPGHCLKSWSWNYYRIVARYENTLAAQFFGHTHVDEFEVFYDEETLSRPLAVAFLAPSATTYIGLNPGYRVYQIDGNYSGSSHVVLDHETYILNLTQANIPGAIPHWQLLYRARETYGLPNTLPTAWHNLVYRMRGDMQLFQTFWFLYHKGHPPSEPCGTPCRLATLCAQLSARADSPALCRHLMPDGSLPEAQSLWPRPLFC
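Fluorogenic HMU-PC substrate (9 uM final) is turned over by placental ASM in 60 min at 37 C after a 10 min compound preincubation. Reaction ended by alkaline stop (pH 10), with fluorescence read at 386/447 nm.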
TSHR antagonist – human thyrotropin receptor antagonism | TSHR-expressing cells, TSH-stimulated cAMP HTRF, 2 h; stronger effect = lower value | activity change, negative = inhibition, % at 11.5 µM | 330,000 compounds, 0.2% hits | AID 504810;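 active = activity change below a set negative limit, meaning inhibition stronger than a set level, cut at about -70% in these data; inconclusive = activity change between two set negative limits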; also: % is scaled to controls: 0 for no effect and ±100 for the full control effect
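TSHR-expressing cells, 200/well, pre-treated with compound, then stimulated with EC80 TSH (4nM final) for 2 hours at 37 deg C. cAMP measured by competitive HTRF: anti-cAMP cryptate antibody in lysis buffer plus cAMP-d2, read after 30 minutes at room temperature.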
Tb PFK inh – blocks T. brucei phosphofructokinase; O15648; T. brucei PFK, ADP-Glo luminescence; Potency, µM (highest dose often 57.5 µM), for inactives: top-dose activity, negative = inhibition, usual class: inhibitors; 330,000 compounds, 0.17% hits; AID 485367;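 also: potency is read from the fitted curve at half-maximal effect; 0% = uninhibited 1x PFK enzyme wells and -100% = no-enzyme wells; nearly all actives have a fitted effect of over 60% in size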
Target sequence (O15648 whole entry, looked up): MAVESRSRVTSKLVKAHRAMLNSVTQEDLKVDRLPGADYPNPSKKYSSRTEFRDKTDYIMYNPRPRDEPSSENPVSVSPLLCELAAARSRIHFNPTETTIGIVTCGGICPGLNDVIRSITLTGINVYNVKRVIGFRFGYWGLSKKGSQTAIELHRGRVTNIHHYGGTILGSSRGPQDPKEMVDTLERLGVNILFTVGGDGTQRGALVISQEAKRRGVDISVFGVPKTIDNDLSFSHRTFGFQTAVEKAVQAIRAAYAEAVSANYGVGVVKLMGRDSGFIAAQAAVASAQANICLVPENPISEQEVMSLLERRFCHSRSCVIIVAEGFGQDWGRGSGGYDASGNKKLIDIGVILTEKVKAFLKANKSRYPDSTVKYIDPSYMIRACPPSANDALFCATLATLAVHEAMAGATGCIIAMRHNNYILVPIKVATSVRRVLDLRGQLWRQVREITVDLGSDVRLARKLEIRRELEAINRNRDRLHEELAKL
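PFK 1.25 nM, F6P 0.5 mM, ATP 0.1 mM, 0.1 M TEA pH 8.0, 5 mM MgCl2, 0.01% Tween20, 0.1% BSA; 45 min RT. ADP-Glo readout. qHTS titration up to 57 uM; curves fitted, compounds curve-classed.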
A-T KAP1 phos – candidate therapy for ataxia-telangiectasia. Potency, µM (titrated, usually from 57.5 µM), for inactives: at the highest dose activation, hits mostly activators. […] A-T fibroblasts, KAP-1 phosphorylation AlphaLISA; neocarzinostatin DNA damage 30 min before lysis. 320,000 compounds, 0.19% hits; also: potency is read from the fitted curve at half-maximal effect; % of control where 0% means no effect; nearly all actives have a fitted effect of over 45% in size
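hTERT-immortalized A-T patient fibroblasts ([…]), 500 cells/well in OPTI-MEM, 1% FBS, got compounds for 60 min, then NCS for 30 min at 37C. Lysates were then assayed for phospho-KAP-1 by AlphaLISA (anti-pKAP1 donor, anti-KAP1 acceptor beads), 6 hr at 25C.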
TCR activator – activators of T cell receptors | AID 504894 | 330,000 tested, under 10 active | primary human leukocytes, anti-CD3, IL-2 HTRF, 48 h | Potency, µM (series often up to 9.22 µM), inactives show at the top dose activation of IL-2 secretion, usual class: activators; also: % of control where 0% means no effect
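Readout: HTRF IL-2, Eu-cryptate/d2 antibody pair, 320nm excitation, 665nm emission. Stimulus: a-CD3 beads, no co-stimulation. Cells: primary human leukocytes. Exposure: 48 hr with compound.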
PTAP TSG101 blk – blocks PTAP/TSG101 interaction to inhibit HIV-1 budding. Q99816. Fluorescence polarization, FITC-PTAP peptide / Tsg101 binding. Potency, µM (titrated, usually from 115 µM), without a hit: top-dose activity change, negative = inhibition, most hits filed as inhibitors. 340,000 tested, under 10 active; active = well fitted inhibition curve with a large enough effect in the main read-out, with a control signal flat, not every such curve was filed as active; inconclusive = small, poorly fitted or top-dose-only effect, or effect the other way, or a change in a side signal; inactive = no such curve, though single readings can be large or run the other way; also: potency is read from the fitted curve at half-maximal effect; % of control where 0% means no effect
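Tsg101 binding domain (10 uM final) was mixed with compound and a FITC-labeled PTAP peptide (50 nM final) in HEPES pH 7.5 buffer with NaCl, Tween 20, EDTA and TCEP; fluorescence polarization was read after 20 min at r.t.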
BCR signal inh – chronic active BCR signaling inhibition; AID 493014; 340,000 compounds, 0.05% hits; ABC-DLBCL IkBa-CBG/CBR reporter, luminescence ratio, 4 h; Potency, µM (highest dose often 46.1 µM), for inactives: top-dose ratio change, negative = lower green/red ratio, usual class: inhibitors; active = well fitted inhibition curve with a large enough effect in the signal ratio, with a control signal flat, not every such curve was filed as active; inconclusive = small, poorly fitted or top-dose-only effect, or effect the other way, or a change in a side signal; the % refers to the signal ratio;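 also: potency is read from the fitted curve at half-maximal effect; plate controls were basal doxycycline-induced cells for no effect and cells given 10 µM MG132 for full effect; MG132 reads +100%, hits lower the ratio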
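Cell line TMD8 (human ABC DLBCL), stably expressing tet-inducible CBG68-IkBa fusion and CBR; IMDM/0.5% FBS; cpd up to 46 uM; dox induction, 4 h, 37C/5% CO2; dual luminescence; green/red ratio; MG132 control.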
Eya2 phos inh – inhibitors of human Eya2 phosphatase activity; O00167; recombinant Eya2, OMFP fluorescence dephosphorylation (OMFP is methylfluorescein phosphate); Potency, µM (doses to about 76.9 µM), for inactives: top-dose activity, negative = inhibition, hits mostly inhibitors; 330,000 compounds, 0.006% hits; AID 488837; also: potency is read from the fitted curve at half-maximal effect; % is scaled to controls: 0 for no effect and ±100 for the full control effect
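Eya2 protein (added as 0.2 uM solution) was preincubated with compound for 10 min at ambient temperature in 50 mM HEPES pH 7.5, 50 mM NaCl, 5 uM MgCl2, 0.05% BSA, 1 mM DTT. OMFP (added at 50 uM) then reacted 10 min; fluorescence read at 485/525 nm.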
Mito fusion act – blocks mitochondrial division or promotes mitochondrial fusion | S. cerevisiae fusion-defective mutant growth rescue, CellTiterGlo 48 h | Potency, µM (top dose mostly 46.1 µM), inactives show top-dose growth rescue (activation), usual class: activators | 320,000 compounds, 0.23% hits;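 also: potency is read from the fitted curve at half-maximal effect; % of control where 0% means no effect; nearly all actives have a fitted effect of over 45% in size; temperature-sensitive fusion mutants such as fzo1-1 at 37 °C on non-fermentable ethanol glycerol medium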
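Read-out: ATP-based luminescence (CellTiterGlo, 10 min ambient) reporting growth of fusion-defective ts yeast after 48 hours at 37C on glycerol/ethanol YPEG medium in the presence of compound.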
a7 integrin act – integrin-mediated muscular dystrophy alleviation activation; alpha7betagal myoblasts, beta-gal FDG fluorescence, 48 h; Potency, µM (doses to about 38.3 µM), inactives show at the top dose activation, actives largely listed as activators; 350,000 compounds, 0.064% hits;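 also: potency is read from the fitted curve at half-maximal effect; 100% = response of the positive control SU9516; nearly all actives have a fitted effect of over 60% in size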
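alpha7betagal+/- myoblasts (passage 13, 250/well) treated 48 h at 37C with compounds at 1:260 dilution of DMSO stock. Lysed, then beta-galactosidase activity read as FDG fluorescence (ex 480/em 540) after 30 min, with pre-read for autofluorescence.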
Starred values were filed as active, the others as inactive; ? = inconclusive; . = no result given; [ ] = another dose, or the depositor's remark. Unless noted, calls follow the shape of the dose curve; as a rule, active = well fitted curve in the direction sought with a large enough effect; inconclusive = small, poorly fitted or top-dose-only effect, or another doubt; inactive = no such curve, though single readings can be large; an effect the other way counts as inactive or inconclusive.

nr	Structure	ELG1 DNA repair	ASM inhibitor	TSHR antagonist	Tb PFK inh	A-T KAP1 phos	TCR activator	PTAP TSG101 blk	BCR signal inh	Eya2 phos inh	Mito fusion act	a7 integrin act
1	Oc1ccc(Br)cc1C=Nc1ccc2c3c(cccc13)CC2	-6%	5%	-9	0%	1%	-1%[46.1 µM]	1%	-3%	8%	13%	-25%
2	COC(=O)Nc1ccc(S(=O)(=O)N2CCC(C(=O)N3CCCCC3C)CC2)cc1 (centres undefined)	-20%	-7%	0	0%	4%	13%	0%	-1%	1%	2%	?
3	Cc1cc(N)c2cc(NC(=O)/C=C/c3ccccc3Cl)ccc2n1	?	?	-15	?	-1%	4%	0%	?	1%	-1%	-62%[inhibitor]
4	COc1ccc(CN2C(=O)c3ccc(C(=O)O)cc3C2=O)cc1	7%	7%	-16	1%	-5%	-5%	-6%	5%	-4%	-2%	?
5	COc1cc(/C=C/C(=O)O)cc(OC)c1OC	2%	-9%	17	4%	12%	31%	-2%	1%	-3%	0%	.
6	Cc1c(C(=O)c2ccc(N(C)C)cc2)c2ccccn2c1CCC#N	-12%	-5%	-4	-1%	-2%	-9%	-1%	-7%	-6%	2%	-1%
7	C#Cc1ccc([C@H]2C=C(C(=O)NC3CC3)O[C@@H](OCC)[C@@H]2CCCO)cc1	25%	7%	-4	4%	-20%	-10%	2%	?	8%	1%	-31%
8	CSc1nnc(SCC(=O)NC(=O)c2ccccc2)s1	?	-1%	-6	-6%	-3%	-1%	-3%	1%	27%	5%	10%
9	COc1ccc(/C=C2\Sc3ccc(C(=O)N4CCOCC4)cc3N(C)C2=O)cc1	?	-6%	-5	-1%	11%	3%	3%	-25%	-1%	-2%	-11%
10	Cc1ccc(SCc2ccc(C(=O)Nc3cc([N+](=O)[O-])ccc3C)cc2)cc1	1%	-1%	-19	-2%	3%	14%	0%	?	0%	-3%	12%
11	CCOC(CCn1c(SCC(=O)NC2CCCC2)nc2ccccc2c1=O)OCC	1%	0%	2	2%	5%	-2%	-3%	-2%	-18%	-3%	-4%
12	O=C(Nc1cccc(-c2ccc(N3CCOCC3)nn2)c1)c1ccc(Cl)cc1	?	-2%	-7	-1%	-8%	-2%	0%	0%	3%	4%	5%

Later entries:
nr	Structure	ELG1 DNA repair	ASM inhibitor	TSHR antagonist	Tb PFK inh	A-T KAP1 phos	TCR activator	PTAP TSG101 blk	BCR signal inh	Eya2 phos inh	Mito fusion act	a7 integrin act
13	O=C(CSc1nnc(CNC(=O)c2c(F)cccc2Cl)o1)Nc1ccc2c(c1)OCCO2	9%	2%	11	-4%	3%	-15%	4%	?	?	-1%	7%
14	O=C(CNC(=O)N1CC(=O)Nc2ccccc21)NCc1cccc(Cl)c1	-3%	3%	5	2%	8%	7%	-1%	13%	5%	2%	-2%
15	CCOc1cccc2sc(NC(=O)c3ccc(Br)s3)nc12	-29%	16%	-9	2%	0%	-5%	3%	.	-3%	13%	6%
16	CC(=O)c1ccc(N2CCN(C(=O)c3cc(S(=O)(=O)N4CCOCC4)ccc3C)CC2)cc1	10%	2%	-13	1%	-3%	4%	1%	-1%	-4%	.	25%
17	CC1CCCC(C)N1c1ccc(S(=O)(=O)N2CCOCC2)cc1Cl (centres undefined)	-9%	-7%	4	0%	4%	1%	-4%	15%	-8%	1%	-2%
18	COc1ccc(S(=O)(=O)n2c([N+](=O)[O-])cnc2C)cc1OC	-1%	-1%	3	0%	6%	-8%	-2%	-1%	7%	0%	?
19	CCN(CC)CCNC(=O)CCn1nc(-c2ccc(Cl)cc2)ccc1=O	9%	1%	3	0%	-5%	-1%	-2%	?	-10%	3%	-28%
20	Cc1ccc(S(=O)(=O)N2CCOCC2)cc1NC(=O)COC(=O)Cn1c(C)csc1=O	?	2%	9	5%	-6%	-23%	0%	-1%	20%	-7%	1%
21	O=C(CCc1ccccc1)OCCN1CCOCC1	6%	2%	2	-2%	.	-3%	1%	3%	10%	3%	-12%
22	COC(=O)CNC(=O)c1cc(OC)cc(OC)c1	-2%	1%	-1	-2%	3%	-3%	0%	6%	12%	-1%	-1%
23	COc1ccc(-c2nnc(SCC(=O)c3ccc(O)cc3O)o2)cc1	?	-2%	-18	-2%	-7%	-10%	1%	?	2%	-2%	-8%
24	O=c1cc(O)c(-c2cccc(C(F)(F)F)c2)c(Cl)[nH]1	-5%	5%	-5	-2%	-3%	4%	-8%	5%	-29%	8%	-12%

3 compounds already listed, arranged by molecular weight, ascending.
nr	Structure	ELG1 DNA repair	ASM inhibitor	TSHR antagonist	Tb PFK inh	A-T KAP1 phos	TCR activator	PTAP TSG101 blk	BCR signal inh	Eya2 phos inh	Mito fusion act	a7 integrin act
4	COc1ccc(CN2C(=O)c3ccc(C(=O)O)cc3C2=O)cc1	7%	7%	-16	1%	-5%	-5%	-6%	5%	-4%	-2%	?
23	COc1ccc(-c2nnc(SCC(=O)c3ccc(O)cc3O)o2)cc1	?	-2%	-18	-2%	-7%	-10%	1%	?	2%	-2%	-8%
2	COC(=O)Nc1ccc(S(=O)(=O)N2CCC(C(=O)N3CCCCC3C)CC2)cc1 (centres undefined)	-20%	-7%	0	0%	4%	13%	0%	-1%	1%	2%	?

Other compounds follow:
nr	Structure	ELG1 DNA repair	ASM inhibitor	TSHR antagonist	Tb PFK inh	A-T KAP1 phos	TCR activator	PTAP TSG101 blk	BCR signal inh	Eya2 phos inh	Mito fusion act	a7 integrin act
25	O=C(Nc1nc(-c2ccccc2)ns1)c1ccncc1	27%	0%	5	-5%	-6%	-1%	2%	?	2%	0%	-14%
26	CCCCN(C)CCNS(=O)(=O)c1ccc2c(c1)n(C)c(=O)c(=O)n2C	15%	3%	3	1%	3%	-2%	-2%	-2%	11%	-2%	2%
27	N#Cc1c(-c2ccccc2)oc(=O)c2ccccc12	0%	3%	-6	-2%	-1%	.	-2%	9%	6%	0%	10%
28	O=C(OCc1cccc([N+](=O)[O-])c1)c1cccnc1Cl	?	-1%	19	-23%	11%	-7%	-5%	?	18%	19%	1%
29	NNC(=O)c1csc(CS(=O)(=O)c2ccc(Cl)cc2)n1	0%	0%	-1	3%	-2%	-5%	-2%	-15%	-17%	-8%	5%
30	Cc1ccc(S(=O)(=O)NCCCCCC(=O)Nc2ccccn2)cc1	-24%	8%	15	0%	2%	.	5%	9%	13%	0%	5%[7.66 µM]
31	O=C(COc1cccc(C(F)(F)F)c1)NCC(c1ccco1)N1CCCC1 (centres undefined)	10%	13%	17	2%	-1%	-20%	-1%	3%	.	.	16%
32	COc1ccc(Cc2nc3ccc(C(=O)NCc4ncc(C)[nH]4)cc3o2)cc1OC	28%	-2%	15	-14%	0%	1%	-2%	10%	11%	2%	?
33	COc1cc(C(=O)Nc2cc(C(F)(F)F)ccc2Cl)cc(OC)c1OC	-22%	0%	-10	1%	-1%	4%	-2%	3%	8%	0%	3%
34	O=C(Cn1cnc2c(nnn2-c2ccccc2)c1=O)NCc1ccc(F)cc1	-5%	-3%	-2	-1%	-2%	-2%	-3%	5%	-8%	1%	-7%
35	CC(C)(C)OC(=O)C[C@@H]1C/C=C\C[C@@H](CC(=O)NCCO)C(=O)N[C@H](C(C)(C)C)COC1=O	21%	5%	5	6%	1%	-3%	.	?	11%	.	7%
